Scp1 inh – blocks human Scp-1 phosphatase activity. Q9GZU7. Recombinant Scp1, phosphopeptide, malachite green phosphate absorbance. inhibition, % at 20 µM. actives 0.88% (n = 340,000);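 active = inhibition above about 50% at 20 µM, limit read from the data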;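 note: plate controls were DMSO wells with enzyme for no effect and wells lacking enzyme for full effect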
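Assay system: SCP-1 catalytic fragment, aa 76-261 | Buffer or medium: Tris acetate buffer pH 5.5 with MgCl2 and Tween-20 | Compound: One concentration, 20 µM, with 1.0% DMSO | Also added: Phospho 17-mer peptide substrate | Signal: Absorbance at 630 nm | Incubation: 45 min enzyme reaction at room temperature | Measure: % inhibition of SCP-1 phosphate liberation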
STEP inh – blocks human striatal-enriched tyrosine phosphatase; recombinant STEP, OMFP fluorogenic substrate, fluorescence; actives 0.25% (n = 360,000); AID 588621; P54829; inhibition, % at 20 µM;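 active = inhibition at 20 µM, scaled per plate between control wells, above about 37%, limit read from the data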;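 note: 0% = DMSO with enzyme and substrate and 100% = substrate only without enzyme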
Target sequence (P54829 whole entry, looked up): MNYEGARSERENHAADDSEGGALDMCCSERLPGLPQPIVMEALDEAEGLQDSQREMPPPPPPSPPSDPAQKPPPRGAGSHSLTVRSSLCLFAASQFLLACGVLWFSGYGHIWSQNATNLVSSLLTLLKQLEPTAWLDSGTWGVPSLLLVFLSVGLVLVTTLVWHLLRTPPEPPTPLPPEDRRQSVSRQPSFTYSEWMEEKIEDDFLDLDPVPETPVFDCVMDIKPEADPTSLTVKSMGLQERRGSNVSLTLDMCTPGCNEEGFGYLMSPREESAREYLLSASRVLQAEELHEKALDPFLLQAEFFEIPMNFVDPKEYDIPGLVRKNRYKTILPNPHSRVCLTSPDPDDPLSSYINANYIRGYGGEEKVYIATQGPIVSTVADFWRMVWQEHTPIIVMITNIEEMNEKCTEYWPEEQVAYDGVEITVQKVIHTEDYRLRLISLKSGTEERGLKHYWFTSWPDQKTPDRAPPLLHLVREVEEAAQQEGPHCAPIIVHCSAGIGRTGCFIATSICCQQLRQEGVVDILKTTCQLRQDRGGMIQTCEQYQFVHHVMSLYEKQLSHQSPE
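Also added – OMFP at 25 µM · Test system – STEP tyrosine phosphatase · Technique – FITC-channel fluorescence of OMFP product · Schedule – 20 min at room temperature, dark · Evaluation – control-normalized % inhibition with plate pattern correction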
NadD block – blocks S. aureus nicotinate mononucleotide adenylyltransferase; purified NadD enzyme, colorimetric absorbance read-out; inhibition, % at 20 µM; actives 0.78% (n = 360,000); in the data active = inhibition above about 26%; note: some compounds past the cut are filed as inactive
SUMO1-SIM PPI – modulators of human SUMO1-mediated protein-protein interactions; P63165; SUMO1 binding to a labelled peptide, TR-FRET, 1 h; inhibition, % at 20 µM; actives 0.33% (n = 360,000); AID 602429; in the data active = inhibition above about 37%
Target sequence (P63165 whole entry, looked up): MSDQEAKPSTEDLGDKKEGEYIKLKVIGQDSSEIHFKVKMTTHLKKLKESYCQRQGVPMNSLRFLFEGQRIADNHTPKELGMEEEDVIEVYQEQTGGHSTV
TbMetRS inhib – Trypanosoma brucei MetRS inhibition; inhibition, % at 11.9 µM; purified T. brucei MetRS, ATP depletion, Kinase-Glo luminescence; actives 0.4% (n = 360,000); AID 624268;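 active = inhibition above a per-plate cutoff of the control wells' mean inhibition plus 3 SD, cut at about 5.5% in these data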;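 note: 0% = DMSO wells median and 100% = median of wells with control inhibitor compound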
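Dosing: 11.9 µM single point; system: parasite MetRS enzyme; technique: luminescence of leftover ATP; times: 15 min enzyme-compound preincubation, 2 h reaction, 10 min detection, 25 °C; replicates: each compound tested once; read-out basis: percent inhibition relative to median high and low control wells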
CSN inh – CSN deneddylation inhibition; Q92905; Purified CSN, SCF-Nedd8-OG deneddylation, fluorescence polarization; inhibition, % at 12.5 µM; actives 0.38% (n = 360,000); AID 651999;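 active = pattern-corrected inhibition above about 35%, with an unprinted fluorescence ratio check between 0.5 and 1.5, limit read from the data, passing the limit was not always enough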;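 note: 0% = enzyme with substrate and 100% = substrate without enzyme; some results filed as inactive read as strong as hits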
Target sequence (Q92905 whole entry, looked up, one chain of several): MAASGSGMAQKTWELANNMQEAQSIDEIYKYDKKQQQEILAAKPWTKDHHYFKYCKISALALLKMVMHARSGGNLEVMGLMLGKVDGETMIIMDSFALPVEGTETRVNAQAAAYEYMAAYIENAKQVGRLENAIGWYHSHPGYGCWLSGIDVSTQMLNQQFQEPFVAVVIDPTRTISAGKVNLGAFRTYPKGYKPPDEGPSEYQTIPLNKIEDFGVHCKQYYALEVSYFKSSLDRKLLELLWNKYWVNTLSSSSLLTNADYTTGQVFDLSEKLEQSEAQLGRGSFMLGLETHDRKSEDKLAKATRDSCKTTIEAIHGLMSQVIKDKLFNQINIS
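assay system = purified human Csn5 enzyme expressed in HEK293T cells | amount = 0.24 nM enzyme | buffer or medium = Tris/NaCl/DTT buffer, pH 7.5 | reagent = 10 nM SCFSkp2-Nedd8OG | compound = one concentration, 12.5 µM, 0.25% DMSO | times = 90 min reaction at room temperature | signal = FP | read-out basis = % inhibition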
Rpn11 inh – Rpn11 (human) deubiquitinase inhibition. human 26S proteasome, Ub4-pepOG fluorescence polarization; 20S core pre-blocked with epoxomicin. calls only at 20 µM. actives 0.59% (n = 360,000). AID 588493;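 active = inhibition at 20 µM, scaled to each plate's controls, above about 33%, limit read from the data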
DNMT1 block – inhibitors of human DNMT1 | P26358 | actives 0.83% (n = 360,000) | AID 588458 | DNMT1 molecular beacon, Hinp1I cleavage, fluorescence | inhibition (reported as % activation of signal), % at 10 µM; in the data active = inhibition above about 50%
MLLE-PAM2 inh – blocks PAM2 peptide binding to the PABP1 MLLE domain; P11940; GST-MLLE / FITC-PAM2 fluorescence polarization; inhibition, % at 20 µM; actives 0.36% (n = 360,000); AID 588489; in the data active = inhibition above about 35%, passing the limit was not always enough;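 note: plate controls were DMSO wells with GST-MLLE for no effect and wells lacking GST-MLLE protein for full effect; some results filed as inactive read as strong as hits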
LMPTP inh – LMPTP (human) inhibition | P24666 | recombinant LMPTP-A, OMFP fluorogenic substrate, fluorescence intensity | inhibition, % at 20 µM | actives 0.22% (n = 360,000);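 active = compounds that cut the enzyme signal by at least half of the control window in the single-dose screen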;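 note: plate controls were DMSO wells with enzyme plus substrate for no effect and substrate without enzyme for full effect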
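Test system: LMPTP-A phosphatase enzyme; input: 0.625 nM LMPTP-A final; reagent: OMFP substrate, 400 µM final; compound dosing: 20 µM single dose, 3% DMSO; incubation: 50 min dark incubation at room temperature; measured by: endpoint fluorescence intensity from OMFP dephosphorylation; measure: % inhibition relative to no-enzyme and uninhibited control wells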
Starred values were filed as active, the others as inactive; i = inactive; . = no result given. Outcome played no part in choosing rows; 3.6% or so of the library scored in one or more.

SMILES | Scp1 inh | STEP inh | NadD block | SUMO1-SIM PPI | TbMetRS inhib | CSN inh | Rpn11 inh | DNMT1 block | MLLE-PAM2 inh | LMPTP inh
CC[C@@]12C(=O)N(c3cccc(Cl)c3)C(=O)N1[C@H](c1cccc(C)c1)[C@@H]1C(=O)N(Cc3ccccc3)C(=O)[C@@H]12 | -2 | -4 | -6 | 5 | -0.3 | 3 | i | -3 | -16 | 0.4
COc1cccc(NC(=O)C(=O)NCC2CCCN2S(=O)(=O)c2ccccc2)c1 (centres undefined) | -10 | -1 | -5 | -1 | -0.6 | 0 | i | 1 | -5 | 0.3
O=C(c1ccc([N+](=O)[O-])cc1)N(Cc1ccc(Br)cc1)N1C(=O)CCCC1=O | -4 | 0 | -3 | -15 | -0.7 | 1 | i | 1 | 15 | -0.6
CCOC(=O)c1cccnc1SCc1cc(=O)n2ccccc2n1 | 0 | -3 | 0 | -8 | -1.4 | 2 | i | -1 | -2 | -1.1
Cc1cc(C)c(S(=O)(=O)N2CCCC(C(=O)NC3CC3)C2)c(C)c1 (centres undefined) | -7 | -1 | -1 | -2 | -0.3 | 8 | i | -1 | -6 | -0.6
CC(C)C[C@H]1CN(CCCC[C@H]2CNC(=O)C(=O)N2CCc2ccccc2)C(=O)C(=O)N1Cc1ccccc1 | . | . | 10 | 0 | -0.7 | -7 | . | . | . | -1.7
O=[N+]([O-])c1ccc(Oc2ccc(F)cc2)c2ccncc12 | -5 | 2 | 4 | -24 | 0.0 | 0 | i | -1 | 5 | -0.9
CC1CCCC(NC(=O)COC(=O)Cc2ccsc2)C1C (centres undefined) | -3 | 2 | -1 | 2 | 0.1 | 3 | i | 3 | -3 | -0.3
COc1ccc2c(c1OC)C(=O)N1C2SC[C@H]1C(=O)NC1CC1 (some centres undefined) | 12 | -4 | 3 | 3 | -0.9 | -2 | i | -5 | 22 | -1.5
O=C(OCc1cn([C@@H]2C[C@H](c3ccc(Cl)cc3)N(Cc3cccs3)C[C@H]2O)nn1)c1ccccc1 | . | -1 | 0 | 4 | -0.8 | 0 | i | 2 | -8 | 0.4
C=C(C)COc1ccc2c(C)c(CCC(=O)NC3CC3)c(=O)oc2c1 | -3 | 3 | -2 | -5 | -0.1 | -2 | i | 0 | 9 | -0.1
O=C(Nc1ccc(Cl)cn1)c1cccc2c(Br)cccc12 | -10 | -1 | -7 | -13 | -0.1 | 4 | i | 2 | 6 | 2.1
CCN(CC)S(=O)(=O)c1ccc(O)c(NC(=O)COc2ccc(S(=O)(=O)N3CCOCC3)cc2)c1 | -7 | 9 | 6 | 11 | -0.2 | -1 | i | 0 | 34 | 0.8
CC(C)NC(=S)Nc1ccc(Oc2ccccc2)cc1 | 6 | 2 | 4 | -4 | 0.0 | 2 | i | -2 | -37 | -0.9
COc1ccc(C(=Cc2ccccc2[N+](=O)[O-])C(=O)O)cc1 | 3 | 0 | -7 | -16 | -0.3 | 4 | i | 0 | 4 | -1.6
Cc1cc(-c2ccc(/C=N/n3cnnc3)o2)ccc1Cl | -6 | 0 | -1 | -23 | -0.5 | 4 | i | -2 | -9 | 1.9
Cc1noc(C)c1COc1cccc(C(=O)Nc2ccccc2)c1 | -6 | 3 | -2 | 0 | -0.4 | -4 | i | 0 | 3 | -0.7
CC1CN(C(=O)c2c(Br)cnn2C)CC(C)O1 (centres undefined) | -3 | 2 | -4 | 0 | 0.3 | 0 | i | -4 | 1 | -2.4
CC(Nc1ccc2c(c1)OCCO2)C(=O)N1c2ccccc2CC1C (centres undefined) | 5 | 2 | -3 | 11 | -0.6 | 2 | i | 0 | 10 | 0.8
Cc1nc(-n2nnc(CO)c2CO)nc2c1CCC2 | -1 | 0 | -1 | 0 | -0.8 | 3 | i | 1 | -8 | 0.9
O=C(COc1ccc(Cl)cc1Cl)N/N=C/CCc1ccccc1 | -3 | 2 | 1 | 3 | -0.3 | 2 | i | -3 | -6 | 1.2
Nc1ncnc2c1cnn2C1CCCCC1 | -2 | 0 | -6 | 0 | -0.7 | 0 | i | 6 | -8 | -2.1
Cc1ccc(C2c3[nH]c4ccccc4c3C[C@H]3C(=O)N(c4ccccc4C(=O)N4CCC[C@@H]4C(=O)O)C(=O)N23)cc1 (some centres undefined) | -4 | -2 | 15 | 6 | 4.5 | 0 | i | -6 | 7 | -0.6
COc1ccc(-n2ncc3c2CC(C)(C)CC3NC(=O)c2ccoc2C)cc1 (centres undefined) | -12 | 1 | 2 | 0 | -0.2 | 3 | i | -5 | -3 | -0.4
CCN(CC)C(=O)c1c2c(nc3ccccc13)-c1ccccc1CC2 | -5 | 2 | 8 | -6 | 0.1 | -3 | i | 1 | -8 | -0.8
Cc1ccc(NC(=S)/C(=C(\[O-])c2ccc(F)cc2)[n+]2ccccc2)cc1 | -8 | 1 | 1 | -13 | 0.2 | 9 | i | -10 | -24 | 0.0
COc1ccc(F)c(CN2CCCC(CO)(Cc3cccc(Cl)c3)C2)c1 (centres undefined) | -12 | 1 | 2 | -2 | -0.6 | -3 | i | -2 | 2 | 0.7
CC(C)(C)OC(=O)C[C@H]1C/C=C\C[C@H](CC(=O)NCCO)C(=O)NC[C@H](c2ccccc2)OC1=O | 2 | 1 | -7 | 4 | 0.3 | -5 | i | 4 | 9 | 2.2
CC[C@@]1(C(=O)OC)N[C@H](CN(C)C(=O)Nc2ccc(Cl)cc2)[C@@H]2C(=O)N(Cc3ccccc3)C(=O)[C@@H]21 | -2 | 2 | -2 | 1 | -2.1 | 5 | i | -1 | -6 | -1.7
CN(C)Cc1c(O)ccc2c(-c3ccccc3)cc(=O)oc12 | 1 | -1 | 1 | -16 | 0.9 | -3 | i | -1 | -9 | 0.9
CCOC(=O)C(=O)Nc1ccc(S(=O)(=O)Nc2nccc(C)n2)cc1 | . | 1 | 1 | 8 | 0.0 | -2 | i | 1 | -1 | -2.1
CC1(c2ccccc2)CCC(=O)NC1 (centres undefined) | -2 | 3 | 3 | 0 | -0.1 | 1 | i | -1 | 11 | -0.6
O=C(c1ccc2c(=O)n(Cc3ccccc3Cl)c(=S)[nH]c2c1)N1CCOCC1 | -8 | -2 | 5 | -2 | -0.4 | 1 | i | -2 | -130 | 1.7
Cc1cccc(NS(=O)(=O)c2ccc(C)c(C(=O)NCC(c3ccccc3)N(C)C)c2)c1 (centres undefined) | -7 | -2 | -12 | 1 | -0.3 | -2 | i | -1 | -4 | -1.3
COC(=O)CN1C(=O)N/C(=C/c2ccccc2OC)C1=O | -7 | 1 | -3 | -10 | -0.1 | 2 | i | 3 | 8 | -0.4
NC1CCCCC1N=Cc1c(O)n(CCc2ccc(F)cc2)c(=O)[nH]c1=O (centres undefined) | 3 | -1 | 5 | -1 | -0.4 | -3 | i | 35 | -7 | -0.7
O=C(Nc1ccc2c(c1)C(=O)c1ccccc1-2)c1ccccc1 | -12 | 0 | 2 | 16 | -0.1 | 0 | i | 46 | -17 | 19
O=C(CN(CC1CCCO1)C(=O)CNS(=O)(=O)c1ccc(Cl)cc1)NCc1ccco1 (centres undefined) | -2 | -1 | -7 | 3 | -0.8 | -1 | i | 0 | 17 | -0.2
C/C(CC(=O)Nc1cccc2c1CCCC2)=N\NC=O | -1 | -1 | -5 | -1 | -1.1 | 3 | i | -4 | 8 | -0.5
Cc1cc(OCC(=O)NCC2CCC(C(=O)O)CC2)c2c(C)c(C)c(=O)oc2c1 (centres undefined) | 15 | 3 | -2 | -6 | -0.9 | 2 | i | 5 | 10 | -1.4
Cc1nn(-c2ccccc2)c2nc(-c3ccncc3)cc(C(=O)NCc3ccco3)c12 | -3 | 0 | 13 | -3 | -1.1 | 2 | i | -4 | 16 | 0.5
CCOC1CS(=O)(=O)CC1OCC (centres undefined) | -6 | 0 | 3 | 2 | 0.4 | 1 | i | 16 | -14 | -0.6
O=C(Cn1cc([N+](=O)[O-])cn1)NCc1cc2ccccc2[nH]1 | -10 | -2 | -4 | -8 | 4.0 | -4 | i | 4 | -1 | -0.2
CC(Nc1ccc(N2CCOCC2)cc1)C(=O)N1c2ccccc2CC1C (centres undefined) | -9 | 2 | 1 | -5 | 0.3 | -1 | i | -16 | 8 | 1.0
CCc1ccc(CNC(=O)CN2C(=O)COc3ccccc32)cc1 | -5 | -3 | -2 | 1 | 0.0 | 3 | i | 1 | -9 | -0.7
O=[N+]([O-])c1ccc(N/N=C/c2cccnc2)cc1 | -6 | 1 | 0 | -31 | 1.8 | 5 | i | -6 | -9 | -0.1
Nc1nc(CSc2n[nH]c(-c3ccccc3)n2)nc(Nc2ccccc2)n1 | 0 | -4 | -3 | -1 | -0.9 | 2 | i | -4 | -8 | -1.0

Arranged by SMILES length (smallest number first): some entries from above.
SMILES | Scp1 inh | STEP inh | NadD block | SUMO1-SIM PPI | TbMetRS inhib | CSN inh | Rpn11 inh | DNMT1 block | MLLE-PAM2 inh | LMPTP inh
CCOC1CS(=O)(=O)CC1OCC (centres undefined) | -6 | 0 | 3 | 2 | 0.4 | 1 | i | 16 | -14 | -0.6
O=[N+]([O-])c1ccc(N/N=C/c2cccnc2)cc1 | -6 | 1 | 0 | -31 | 1.8 | 5 | i | -6 | -9 | -0.1
CCc1ccc(CNC(=O)CN2C(=O)COc3ccccc32)cc1 | -5 | -3 | -2 | 1 | 0.0 | 3 | i | 1 | -9 | -0.7
CC(Nc1ccc(N2CCOCC2)cc1)C(=O)N1c2ccccc2CC1C (centres undefined) | -9 | 2 | 1 | -5 | 0.3 | -1 | i | -16 | 8 | 1.0
Nc1nc(CSc2n[nH]c(-c3ccccc3)n2)nc(Nc2ccccc2)n1 | 0 | -4 | -3 | -1 | -0.9 | 2 | i | -4 | -8 | -1.0
